Screens (PubChem)
PAFAH1B2 FP inh – inhibitors of human PAFAH1B2; P68402; recombinant PAFAH1B2, FP-rhodamine activity probe, fluorescence polarization; inhibition, % at 3.39 µM; 340,000 tested, 1.2% active; AID 492953;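 active means inhibition above the mean of all tested compounds plus 3 SD, cut at about 24% in these data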;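 further: 0% = enzyme with DMSO and 100% = wells lacking PAFAH1B2; many of its hits are not listed in these tables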
GSTO1 inh – counter-screen for RBBP9 inhibitors: inhibitors of human GSTO1. P78417. recombinant GSTO1, activity-based probe fluorescence polarization. inhibition, % at 5.96 µM. 300,000 tested, 1.1% active. AID 1974;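 active means inhibition above the campaign mean inhibition plus 3 SD, cut at about 35% in these data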;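 further: 0% = GSTO1-1 with DMSO and 100% = wells lacking GSTO1-1 enzyme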
Target sequence (P78417 whole entry, looked up): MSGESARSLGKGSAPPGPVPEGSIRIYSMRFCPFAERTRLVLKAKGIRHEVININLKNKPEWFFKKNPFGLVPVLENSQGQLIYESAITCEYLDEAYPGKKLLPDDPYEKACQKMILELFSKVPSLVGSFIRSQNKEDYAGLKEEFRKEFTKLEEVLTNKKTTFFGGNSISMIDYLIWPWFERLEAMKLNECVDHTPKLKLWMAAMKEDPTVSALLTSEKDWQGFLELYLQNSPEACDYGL
Fam108B inh – counter-screen for RBBP9 inhibitors: inhibitors of mouse Fam108B; recombinant Fam108B, FP-Rh probe fluorescence polarization; inhibition, % at 9.51 µM; 300,000 tested, 0.33% active;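 active means inhibition above the screen mean inhibition plus 3 SD, computed separately per campaign, cut at about 18% in these data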;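 further: inhibitors lower polarization as less probe binds the enzyme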
LYPLA1 inh – LYPLA1 (human) inhibition in PME1 counter-screen | inhibition, % at 5.9 µM | O75608 | 320,000 tested, 0.16% active | recombinant LYPLA1, FP-Rh probe fluorescence polarization;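 active means inhibition above the mean of all tested compounds plus 3 SD, set per campaign, cut at about 14% in these data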;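 further: inhibitors block serine hydrolase probe labeling of LYPLA1 so polarization falls; 0% = enzyme with DMSO and 100% = wells lacking LYPLA1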
PAD4 FP inh – blocks human protein arginine deiminase 4; recombinant PAD4, RCA probe fluorescence polarization; inhibition, % at 6.36 µM; 330,000 tested, 0.41% active; AID 485272;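 active means percent inhibition above a cutoff equal to the mean of all tested compounds plus 3 SD, cut at about 15% in these data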;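 further: 0% = PAD4 with RCA probe and DMSO and 100% = probe without PAD4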
PAFAH2 inh – PAFAH2 (human) inhibition. 340,000 tested, 0.99% active. Q99487. recombinant PAFAH2, FP-rhodamine activity probe, fluorescence polarization. inhibition, % at 3.39 µM;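 active means inhibition above the mean over all tested compounds plus 3 SD, cut at about 30% in these data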;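 further: inhibitors block probe labeling of enzyme so polarization drops; 0% = enzyme with DMSO and 100% = wells lacking PAFAH2 protein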
PME-1 inh – PME-1 (human) inhibition; inhibition, % at 5.9 µM; 320,000 tested, 0.53% active; recombinant PME-1, FP-Rh probe fluorescence polarization;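 active means inhibition above the campaign mean of all compounds plus 3 SD, cut at about 26% in these data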;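 further: competitive labeling of PME-1 active site by serine hydrolase directed probe; 0% = PME-1 with DMSO and 100% = wells lacking PME-1 enzyme; inhibitors block probe labeling so polarization falls and inhibition rises; many of its hits are not listed in these tables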
Target sequence (Q9Y570 whole entry, looked up): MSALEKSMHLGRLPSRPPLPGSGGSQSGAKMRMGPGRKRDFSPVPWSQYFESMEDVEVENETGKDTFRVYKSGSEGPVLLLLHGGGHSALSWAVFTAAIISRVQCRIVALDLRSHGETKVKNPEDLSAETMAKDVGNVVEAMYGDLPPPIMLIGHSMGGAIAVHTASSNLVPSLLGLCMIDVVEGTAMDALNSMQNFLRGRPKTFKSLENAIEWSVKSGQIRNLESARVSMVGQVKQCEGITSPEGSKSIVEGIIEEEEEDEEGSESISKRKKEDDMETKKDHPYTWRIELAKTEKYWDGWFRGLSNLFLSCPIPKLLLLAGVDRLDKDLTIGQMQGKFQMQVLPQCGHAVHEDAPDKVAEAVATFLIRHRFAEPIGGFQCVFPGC
pPAFAH inh – inhibitors of human plasma PAF acetylhydrolase (pPAFAH). Q13093. recombinant pPAFAH, FP-rhodamine probe fluorescence polarization. inhibition, % at 3.39 µM. 330,000 tested, 1.5% active. AID 463082;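 active means inhibition above the mean inhibition across the screen plus 3 SD, cut at about 25% in these data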;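 further: inhibitors block binding of the rhodamine activity-based probe so polarization drops; 0% = enzyme with DMSO and 100% = wells lacking pPAFAH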
PAFAH1B3 inh – PAFAH1B3 (human) inhibition. Q15102. recombinant PAFAH1B3, FP-rhodamine probe, fluorescence polarization. inhibition, % at 3.39 µM. 340,000 tested, 0.28% active. AID 492972;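 active means inhibition above the screen-wide average of all tested compounds plus 3 SD, cut at about 25% in these data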;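 further: 0% = enzyme with DMSO only and 100% = wells lacking PAFAH1B3 protein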
Target sequence (Q15102 whole entry, looked up): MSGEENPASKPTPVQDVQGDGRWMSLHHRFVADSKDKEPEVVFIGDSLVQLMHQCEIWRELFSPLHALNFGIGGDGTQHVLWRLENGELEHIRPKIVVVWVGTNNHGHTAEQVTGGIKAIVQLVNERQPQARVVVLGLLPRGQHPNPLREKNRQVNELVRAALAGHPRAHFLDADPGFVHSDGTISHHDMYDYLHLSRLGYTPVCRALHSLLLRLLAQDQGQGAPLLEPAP
* = called active by the depositor; / = not tested or not shown.

No.	Structure	PAFAH1B2 FP inh	GSTO1 inh	Fam108B inh	LYPLA1 inh	PAD4 FP inh	PAFAH2 inh	PME-1 inh	pPAFAH inh	PAFAH1B3 inh
1	Cc1cc(C)nc(NC(=O)NS(=O)(=O)Nc2ccc(Br)cn2)n1	1	0	-1	-1	-6	-3	2	-1	2
2	Cc1nn(C)c(C)c1/C=N/NC(=O)C(C)(C)Oc1ccc(Cl)cc1	3	-2	0	3	-7	3	4	0	9
3	Cc1cc(Br)cnc1NC(=S)Nc1ccc(F)cc1F	0	-3	3	1	3	0	-1	3	10
4	Cc1ccc(C2(C(F)(F)F)NC(=O)N3CCN=C3S2)cc1 (centres undefined)	12	-3	-2	-6	0	7	8	0	7
5	COc1ccccc1NS(=O)(=O)c1ccc(/C=C/C(=O)O)cc1	8	2	-1	2	-6	1	0	1	5
6	CC(C)NC(=O)NNC(=O)Cn1nnc(-c2cccc(Cl)c2Cl)n1	/	2	3	0	1	/	-3	3	/
7	CCOC(=O)Nc1ccc2c(c1)N(C(=O)CN1CCN(C)CC1)c1ccccc1CC2	3	-2	-5	-1	2	2	-6	-4	2
8	O=C(/C=C/c1ccccc1)Nc1nc(-c2ccncc2)cs1	-5	-26	-33	-14	-8	-14	-34	-3	-19
9	CCOC(=O)C1=C(c2ccccc2)NC(SCC(=O)Nc2ccc(C)cc2)=C(C#N)C1c1ccco1 (centres undefined)	0	3	-38	-39	-3	-54	-74	-21	8
10	CN(C1CCCCC1)S(=O)(=O)c1ccc(=S)[nH]c1	13	/	/	1	-6	5	-3	-4	0
11	Cc1cccc(N(Cc2ccccc2)C(=O)c2ccc(C)c(S(=O)(=O)N3CCOCC3)c2)c1	4	/	/	3	-1	-1	12	2	7
12	O=C(Cn1cc([N+](=O)[O-])cn1)NCc1ccc(-n2cccn2)cc1	6	-1	1	-3	2	7	-1	1	3
13	COc1cccc(NC(=O)CNS(=O)(=O)c2ccc3nc(C)sc3c2)c1	3	10	4	7	4	8	3	3	-10
14	Cc1ccc(NC(=O)c2ccccc2-c2ccccc2C(=O)O)cc1	-5	1	-1	-1	-5	-3	-1	6	-7
15	COc1ccnc(Oc2ccc(F)cc2)c1C(=O)N/C=N/OCc1ccc(F)cc1Cl	-3	3	-3	-6	4	2	-2	3	1
16	O=Cc1ccc(N2CCCC2)c([N+](=O)[O-])c1	3	-5	-1	-2	0	3	1	5	-1
17	COc1ccc(OC)c(NC(=O)CN2C(=O)C3(OCCCO3)c3ccccc32)c1	4	-1	2	1	-1	-5	-2	6	4
18	CC(C)[C@H](NS(=O)(=O)c1ccc(Cl)cc1)C(=O)OCC(=O)c1c(N)n(C)c(=O)n(C)c1=O	4	/	/	3	-2	9	3	8	7
19	O=C(O)c1[nH]c2ccccc2c1C(c1cc(Br)ccc1O)c1c(C(=O)O)[nH]c2ccccc12	94*	59*	7	-1	-3	13	-1	15	3
20	CC1=C(C)C(=O)C(CCCCC#CCCCC#CCO)=C(C)C1=O	4	7	5	-4	-2	5	4	13	4
21	COc1ccccc1OC(C)C(=O)Nc1ccc2c(c1)OCCO2 (centres undefined)	0	9	-2	1	4	7	-10	4	3
22	COc1cc(OC)c(-c2nn3c(C4CCCCC4)nnc3s2)cc1OC	-1	-12	2	-3	-6	-2	2	3	5
23	COc1ccc(N(C)S(=O)(=O)c2cccc(C(=O)OC(C)C(=O)NC3CCCCC3C)c2)cc1 (centres undefined)	2	1	-2	2	-3	3	3	4	3
24	O=C(NCc1cccnc1)c1cn(-c2ccccc2)nc1-c1ccccc1	-4	-2	7	-3	1	2	1	4	7
25	COc1ccc(N2C(=NC(=O)C3CCCCC3)SC3CS(=O)(=O)CC32)cc1OC (centres undefined)	5	3	-2	-1	3	3	-3	3	3
26	CC(C)(C)CN1C(N)=NC[C@@H]1Cc1ccc(O)cc1	4	1	-7	-1	2	2	3	-2	2
27	Cc1ccc(-c2nc3ccccc3c(=O)n2N)cc1	3	2	3	1	-3	-1	1	3	10
28	Cn1cccc1CC(=O)N/N=C/c1ccc(Cl)cc1	1	3	2	3	-5	6	2	13	6
29	CCCCOCCCNC(=O)CN1C(=O)c2ccccc2C1=O	0	1	1	-1	0	-4	-12	3	-5
30	O=C(CSc1ccc2ccccc2n1)NCCCN1CCCC1=O	14	/	/	/	-4	5	/	6	6
31	O=C(CSc1nnc(-c2ccccc2F)n1C1CC1)NCc1ccco1	-1	/	/	1	-4	-2	6	4	4
32	CC1(C)Cc2ccccc2C(/C(=N\Nc2cccc(Cl)c2)C(N)=O)=N1	2	1	-1	0	3	-2	0	12	3
33	COc1ccc(S(=O)(=O)N2CCC(C(=O)NCCc3ccc4c(c3)OCO4)CC2)cc1	8	1	0	-5	-4	-6	4	-2	-5
34	Cc1ccc(S(=O)(=O)N[C@H](C(=O)OCC(=O)NC(=O)C2CCCCC2)C(C)C)cc1	7	/	/	/	4	1	/	2	9
35	COc1ccc(C2=NN(S(C)(=O)=O)C(c3cccs3)C2)cc1OC (centres undefined)	5	-10	3	0	-3	2	18	-2	2
36	O=C(COc1ccccc1)N(Cc1ccco1)c1ccc(O)cc1	10	5	2	-1	0	4	0	4	-4
37	Cc1cc(C)cc(OCCn2nnc3ccccc32)c1	4	-6	-3	-3	-3	-1	1	-2	3
38	CCC1CCCCN1C(=O)CSc1nnc(-c2cccc(Cl)c2)o1 (centres undefined)	16	6	0	-3	-2	3	-1	3	9
39	CCOC(=O)c1ccc(NC(=O)Cc2coc3cc4c(cc23)CCC4)cc1	-8	-4	-40	-35	-1	-31	-66	-22	-11
40	O=C(NCCCN1CCOCC1)c1cc(-c2ccc(F)cc2)on1	-2	3	-1	1	-2	2	0	10	10
41	CCOC(=O)C1(S(=O)(=O)c2ccc(Cl)cc2)CCN(Cc2ccc(C)cc2)CC1	7	6	2	-3	1	-4	2	-6	-4
42	O=C(O)CC(NC(=O)/C(=C/c1ccccc1)NC(=O)c1ccccc1)c1ccccc1 (centres undefined)	2	-3	2	-2	-4	-1	-4	1	-2
43	COc1ccc(NC(=O)Cn2c(=O)n(-c3ccc(CC(=O)NCc4ccco4)cc3)c(=O)c3ccccc32)cc1	-15	-14	-25	-19	-2	-40	-46	-10	-30
44	CCCN(CCC)S(=O)(=O)c1ccc(C(=O)N2CCC(=O)c3ccccc32)cc1	2	-20	-4	-3	3	8	-6	-4	-5
45	CC(NC(=O)CCC(=O)N1CCCCCC1)c1ccccc1 (centres undefined)	4	10	-1	-6	-14	-1	-10	-9	6
46	Cc1ccccc1C(=O)NCCCNC(=O)c1cnccn1	-2	2	4	-4	2	1	-3	-2	4
47	COc1ccc(C(=O)Cn2c(NCCCO)nc3ccccc32)cc1OC	-5	2	-2	-2	-3	2	-3	2	0
48	CC1CCCCC1NC(=O)CCn1ccc2cc(S(=O)(=O)N3CCCC3)ccc21 (centres undefined)	7	2	2	2	6	3	4	7	4
49	O=C(Nc1nnc(C2CCCC2)s1)C1CCC1	-1	1	3	1	3	-3	0	6	0
50	CC1=Nc2ccccc2/C1=C\c1sc(Nc2ccc(C)cc2)nc1O	3	2	23*	-3	-3	-1	52*	28*	5

Next records follow:
No.	Structure	PAFAH1B2 FP inh	GSTO1 inh	Fam108B inh	LYPLA1 inh	PAD4 FP inh	PAFAH2 inh	PME-1 inh	pPAFAH inh	PAFAH1B3 inh
51	CSc1nnc(-c2ccc(Cl)cc2Cl)o1	4	4	-1	1	1	2	4	2	0
52	Cc1ccc(S(=O)(=O)N(C)C)cc1NC(=O)COC(=O)Cc1ccsc1	5	-7	-2	-3	-1	6	3	13	-1
53	CC(C)N(CCO)C(=O)C(c1ccccc1)c1ccccc1	-1	-1	0	-2	0	8	4	1	-3
54	COc1ccc(CCNC(=S)N(C)C)cc1OC	/	-1	-1	2	-4	/	0	0	/
55	CCCCn1c(N)c(N(CCOC)C(=O)COC(=O)COc2cc(C)c(Cl)cc2C(C)C)c(=O)[nH]c1=O	2	0	1	-1	-6	3	1	9	0
56	CC(=O)Nc1ccc(NC(=O)CSCc2cnn(-c3ccccc3)c2-n2cccc2)cc1	9	-3	2	-1	2	4	2	2	2
57	COc1ccc2[nH]c(-c3ccccc3)cc2c1	5	-3	6	1	-4	5	6	5	10
58	COc1cccc(C(=O)O/N=C(\N)c2ccccn2)c1OC	6	8	-5	-1	-6	1	-5	-4	10
59	NC1=NC2(CCCCC2)N=C(Nc2ccc(Br)cc2)N1	1	-1	3	-4	-1	4	1	0	9
60	c1coc(CNc2nc3ccccc3n2CCN2CCOCC2)c1	1	6	3	-1	-6	9	-6	-4	-3
61	O=C1CCN(Cc2ccccc2)CCN1[C@H](CSc1ccccc1)Cc1ccccc1	3	6	4	0	-1	6	-2	3	-2
62	COc1cc(NC(=O)CCc2nnc3ccc(N4CCCCC4)nn23)cc(OC)c1OC	0	0	-9	1	-3	-1	-11	-6	15
63	CN(CC(=O)Nc1ccccc1Cl)C(=O)COC(=O)C1CC1	-1	-3	4	-1	1	-2	-2	3	3
64	COc1cccc(C2C(C(=O)c3cccs3)=C(O)C(=O)N2CCN(C)C)c1OC (centres undefined)	-2	1	-1	5	-1	-4	-6	3	-3
65	CC1(C)CC(=O)C2=C(C1)N(Cc1ccc(F)cc1)C(=O)C2(NC(=O)c1cccnc1)C(F)(F)F (centres undefined)	5	-2	1	2	1	5	4	0	8
66	CC(C)(C)c1ccc(C(=O)NCCC(=O)NNC(=O)COc2ccccc2F)cc1	25*	/	/	/	-1	-8	/	2	4
67	O=C(Nc1c(C(=O)N2CCOCC2)cnn1-c1ccccc1)c1ccc([N+](=O)[O-])cc1	1	0	0	7	-3	-4	3	4	2
68	Cc1ccc(NC(=O)CCc2c(C)nn(-c3ccc(N4CCCCC4)nn3)c2C)cc1C	2	6	-2	0	1	2	-1	7	3
69	Cc1ccccc1C(=O)N1CCC(C(=O)N2CCN(Cc3ccc4c(c3)OCO4)CC2)CC1	2	/	/	/	-2	0	/	2	5
70	O=S(=O)(Nc1ccc2c3c(cccc13)CC2)c1ccc(F)cc1	-2	-3	1	-7	-7	-8	-1	8	1
71	CC1CC(C)CN(CC(=O)c2c[nH]c3ccccc23)C1 (centres undefined)	1	-4	-3	2	-6	-9	-6	3	5
72	C#CC1CCCCC1NC(=O)Nc1cnccc1C(F)(F)F (centres undefined)	3	6	0	2	2	9	0	3	7
73	O=C(O[C@@H]1[C@H](Cc2ccccc2)NS(=O)(=O)[C@H]2C[C@@H]3C=C[C@]12O3)c1ccccc1Br	7	/	/	2	-2	-2	8	-3	-2
74	CC(=O)c1ccc(NC(=S)NNC(=O)NC2CCCCC2)cc1	6	0	-2	4	-1	2	-2	2	4
75	CCOC(=O)c1cnn(-c2ccc(Cl)cc2)c1C1CCN(C(=O)OC(C)(C)C)CC1	1	2	-1	0	0	-3	4	1	-1
76	O=C(N1CCC(O)(c2cccnc2)CC1)C12CC3CC(CC(C3)C1)C2	8	0	-2	-2	-4	6	5	7	-1
77	Cc1ccc(/C=N/Nc2nc3ccccc3s2)o1	2	4	6	-1	-2	5	16	15	5
78	CCOc1ccc(C2Oc3nc(SC)nnc3-c3ccccc3N2C(C)=O)cc1OC (centres undefined)	1	4	4	2	2	-4	4	2	4

Not all compounds are listed, so the mix of outcomes need not match the whole.
